Screening results as filed in PubChem BioAssay.
Growth percent in the NCI-60 one-dose screen (48 h, 10 µM unless noted): 100 = growth as untreated, 0 = no growth, -100 = all killed.
HT29: HT29 colon cancer; hit rate 7.4% among 81,000
SNB-19: SNB-19 CNS cancer cells; hit rate 2.5% among 81,000; AID 1794751
SF-295: SF-295 CNS cancer cells | hit rate 5.6% among 79,000
SF-539: SF-539 CNS cancer. hit rate 6.8% among 81,000
SF-268: SF-268 CNS cancer cells | hit rate 3.1% among 82,000 | AID 1794759
SW-620: SW-620 colon cancer | hit rate 5.2% among 82,000 | AID 1794795
HCC-2998: HCC-2998 colon cancer. hit rate 4.7% among 79,000
SNB-75: SNB-75 CNS cancer; hit rate 5% among 79,000; AID 1794750
KM12: KM12 colon cancer cells; hit rate 5% among 82,000
An asterisk follows results filed as active; nt = not tested or not shown; & = joins results of further samples; [ ] = another dose, or the depositor's remark. The calls were made as follows: active = growth percent below 10; inactive = the rest.

no.	Structure	HT29	SNB-19	SF-295	SF-539	SF-268
1	Cc1[nH]c2ncnc(Nc3ccc(NC(=O)Nc4cccc(C(F)(F)F)c4)c(F)c3)c2c1C	100	114	100	77	114
2	O=c1[nH]c2cnn(-c3ccccc3)c2c(=O)n1O	nt	98	117	nt	101
3	N#CCCN1CCSC1=S	111	111	95	100	107
4	CCOC(=O)CSCC(N)=O	98	104	102	nt	106
5	c1ccc(C2OCC3(CO2)COC(c2ccccc2)OC3)cc1 (configuration not stated)	109	104	118	103	101
6	C/C(=N/O)c1ccc2c(c1)CCCC2	106	101	104	103	96
7	CCOC(=O)c1noc2c1CCc1c-2cn(Cc2ccc(OC)c(N)c2)c1-c1cc(OC)c(OC)c(OC)c1	96	114	103	95	93
8	O=C(CSc1ccc(-c2ccccc2)nn1)Nc1ccccc1	120	98	101	93	102
9	CCc1nc2c(cnn2-c2ccccc2)c(=O)[nH]1	103	95	92	91	97
10	O=C1/C(=C/c2ccc(OCc3ccccc3)cc2)Oc2cc(O)ccc21	104	89	93	94	91
11	CCN(CC)CCNC(=O)c1ccc(NCN2C(=O)NC(c3ccccc3)(c3ccccc3)C2=O)cc1	112&108	105&109	94	104&104	101&102
12	COc1cc(Cn2c(SCC(=O)Nc3ccc(S(N)(=O)=O)cc3)nc3ccccc3c2=O)cc(OC)c1OC	101	84	97	94	92
13	Cc1ccnc(SC#N)n1	116	111	81	93	103
14	Clc1ccc(I)cc1	105	nt	92	95	115
15	O=C(O)/C=C\C(=O)Nc1ccc2c(c1)Cc1ccccc1-2	97	96	97	102	107

no.	SW-620	HCC-2998	SNB-75	KM12
1	122	169	76	40
2	110	107	93	101
3	106	111	87	110
4	102	103	130	110
5	105	101	97	107
6	100	101	88	100
7	102	119	81	93
8	108	111	118	99
9	85	93	82	93
10	96	111	99	103
11	106&105	125&102	97&103	101&106
12	104	105	74	97
13	103	91	93	105
14	110	101	78	107
15	105	106	93	105

Retrieved by structure from above (three):
no.	Structure	HT29	SNB-19	SF-295	SF-539	SF-268
2	O=c1[nH]c2cnn(-c3ccccc3)c2c(=O)n1O	nt	98	117	nt	101
10	O=C1/C(=C/c2ccc(OCc3ccccc3)cc2)Oc2cc(O)ccc21	104	89	93	94	91
3	N#CCCN1CCSC1=S	111	111	95	100	107

no.	SW-620	HCC-2998	SNB-75	KM12
2	110	107	93	101
10	96	111	99	103
3	106	111	87	110

The list continues.
no.	Structure	HT29	SNB-19	SF-295	SF-539	SF-268
16	CCCN=Cc1ccccc1	102	107	nt	104	117
17	CSc1nc(-c2ccco2)c(C#N)c(=O)n1C	113	94	98	90	106
18	O=C1CCCCC(=O)[C@H]2CC3(CO[C@@H]2CO1)OCCO3	110	98	99	103	104
19	Nc1ccc(CC(=O)O)cc1S(=O)(=O)O	115	113	113	104	107
20	COC(=O)C1CCCNOC12CCCCC2 (configuration not stated)	110	101	104	102	110
21	CC(=O)OC[C@H]1O[C@H](OC(C)=O)[C@H](NC(=O)/C=C/CCl)[C@@H](OC(C)=O)[C@@H]1OC(C)=O	54	87	87	66	89
22	CC(=O)Cc1ccc([N+](=O)[O-])cc1	104	106	102	110	100
23	C=CC(COC(c1ccccc1)(c1ccccc1)c1ccccc1)N(CC)CC (configuration not stated)	15	82	64	63	82
24	CN1CCCNCC1	97	110	135	97	107
25	C=C1CCC2C3(C)COC(c4ccc(F)cc4)OC3CCC2(C)C1CC(O)C1=CCOC1=O (configuration not stated)	28	76	65	56	103
26	O=C(O)C(c1ccccc1)C(O)C1CCCC1 (configuration not stated)	118	106	102	101	104
27	CC1(C)C=CC[C@]2(C)[C@H]3CC[C@@H]4[C@H]5[C@H](C(/C=C/c6cccnc6)=N/O)CC[C@]5(CO)CC[C@@]4(C)[C@]3(C)CC[C@@H]12	77	90	88	91	80
28	CC(=O)OC(OC(C)=O)c1cc2c(cc1Cl)OCO2	99	105	96	100	100
29	CN(C)CCCNC(=O)c1cc(NC(=O)c2cc(NC(=O)c3cc(NC(=O)c4nccn4C)cn3C)cn2C)cn1C	109	84	101	106	113
30	Nc1nc2c(ncn2[C@@H]2O[C@H](CS)[C@@H](O)[C@H]2O)c(=O)[nH]1	100	95	98	102	100

no.	SW-620	HCC-2998	SNB-75	KM12
16	107	102	91	113
17	97	1.6*	89	103
18	99	100	77	102
19	106	nt	102	105
20	105	115	99	104
21	26	nt	71	80
22	108	99	97	98
23	51	63	73	55
24	100	102	109	104
25	2.5*	24	60	50
26	106	nt	109	110
27	93	104	65	99
28	100	101	80	102
29	113	106	nt	107
30	96	104	93	101

Some of the entries so far, screen by screen:
17) CSc1nc(-c2ccco2)c(C#N)c(=O)n1C
18) O=C1CCCCC(=O)[C@H]2CC3(CO[C@@H]2CO1)OCCO3
19) Nc1ccc(CC(=O)O)cc1S(=O)(=O)O
Screen / compound no. | 17 | 18 | 19
HT29 | 113 | 110 | 115
SNB-19 | 94 | 98 | 113
SF-295 | 98 | 99 | 113
SF-539 | 90 | 103 | 104
SF-268 | 106 | 104 | 107
SW-620 | 97 | 99 | 106
HCC-2998 | 1.6* | 100 | nt
SNB-75 | 89 | 77 | 102
KM12 | 103 | 102 | 105

Further compounds:
no.	Structure	HT29	SNB-19	SF-295	SF-539	SF-268
31	CC(=O)Nc1cccc(Nc2nc(-c3ccccc3)n3ncc(C#N)c3n2)c1	46	47	71	79	77
32	CCCCCCCCCC1OCC(C)(C)CO1	97	104	110	108	104
33	NS(=O)(=O)c1ccc(NC(=O)N2CCN(c3ccc(C(F)(F)F)cn3)CC2)cc1	85	96	92	100	106
34	Cc1ccc(S(=O)(=O)N(C)c2cc(Cl)c(C(=O)O)c(Cl)c2)cc1	109	108	103	102	92
35	CC(=O)[C@@H]1CCC=C2CC[C@]3(C)[C@@H](CC[C@@H]4[C@@]5(C)CCCNC(C)(C)[C@@H]5CC[C@]43C)[C@H]21	-84*	-77*	-85*	9.5*	12
36	COc1ccc(NC(=O)Nc2ccc(OCC(=O)c3ccc(C#N)cc3)cc2)cc1	104	91	91	82	106
37	Nc1nc(-c2ccccc2)nn1-c1nc2ccccc2s1	102	93	98	92	102
38	Cc1ccc(-c2nc3nc(-c4ccccc4)nc(N4CCN(S(=O)(=O)c5ccccc5)CC4)c3o2)cc1	98	33	75	52	67
39	COc1cc2cc3c(nc2cc1OC)CCN3Cc1ccc(NC(=O)c2ccc(F)cc2C)cc1	113	102	103	112	101
40	Cc1ccc(/C(=C\CN2CCCC2)c2ccccn2)cc1	104	101	91	nt	110
41	CC(=O)Nc1ccc(-c2cc3c(NCc4cccc(Cl)c4)ncnc3s2)cc1	106	66	92	71	72
42	NC(=Nc1ccccc1)SCCS(=O)(=O)O	106	112	nt	101	116
43	Fc1ccccc1Cn1cc(CSc2nc3ccccc3o2)nn1	100	98	104	104	93
44	C/C=C/C(=O)OC(=O)/C=C/C	97	98	102	96	106
45	CCOC(=O)c1ncc(-c2ccc(C(F)(F)F)cc2)c(N[C@@H]2C[C@H]3CC[C@@H]2C3)n1	100	95	97	106	96

no.	SW-620	HCC-2998	SNB-75	KM12
31	73	88	58	68
32	107	100	98	105
33	112	115	nt	110
34	98	101	99	97
35	-59*	-94*	23	-79*
36	113	114	92	92
37	99	103	94	104
38	93	102	-17*	104
39	94	101	81	99
40	103	104	115	112
41	102	103	73	97
42	111	98	97	108
43	105	100	99	94
44	105	106	112	98
45	104	108	94	98

Continuation:
no.	Structure	HT29	SNB-19	SF-295	SF-539	SF-268
46	COc1cc(-c2ccc(N=Nc3c(O)ccc4ccccc34)c(OC)c2)ccc1N=Nc1ccc2c(S(=O)(=O)O)cc(S(=O)(=O)O)c(N)c2c1O	95&104	96&85	101&119	97&78	93&93
47	N#CC(CCCN1CCOCC1)(c1ccccc1)c1ccccc1	101	105	100	100	95
48	Cc1ccc(-c2ccnc3c(N=Nc4ccc(S(N)(=O)=O)cc4)c(N)nn23)cc1	100	105	99	99	98
49	CC1=C(C)C[C@@]2(Cc3c(C)cccc3C2=O)S(=O)C1 (some centres not stated)	68	91	31	97	95
50	O=C1CC(c2nc3ccccc3o2)CN1c1ccc(Cl)cc1 (configuration not stated)	98	97	96	95	94
51	C#CCOC(=O)CNC(=O)[C@]12CC[C@@H](C)[C@H](C)[C@H]1C1=CC[C@@H]3[C@@]4(C)CCC(=O)C(C)(C)[C@@H]4CC[C@@]3(C)[C@]1(C)CC2	77	97	102	98	92
52	O=C1C=CC(=O)N1Cc1ccco1	34	91	72	108	90
53	CC(COC(=O)/C=C/c1ccccc1)CC(=O)c1c(O)cc2oc(=O)cc(-c3ccccc3)c2c1O (configuration not stated)	119	91	86	101	92
54	COc1ccc(Oc2nc(Nc3ccc(N4CCOCC4)cc3)ncc2NC(=O)c2ccc3c(c2)OCO3)cc1	72	104	113	95	95
55	Nc1c(C(=O)Nc2ccc(F)cc2)sc2nc3c(cc12)C(=O)CCC3	106	83	76	102	116
56	CC1(C)CC(=O)C2=C(C1)OC(C(=O)c1ccc([N+](=O)[O-])cc1)C2c1cccc(Oc2ccccc2)c1 (configuration not stated)	88	87	75	89	76
57	CC(=O)O[C@]1(C(C)=O)CC[C@H]2[C@@H]3C[C@H](C(F)(F)F)C4=CC(=O)CC[C@]4(C)[C@H]3CC[C@@]21C	80	103	130	106	99
58	NC(N)=NC(N)=NCCCc1ccccc1	68[100 µM]	78[100 µM]	49[100 µM]	66[100 µM]	60[100 µM]
59	CN1CCN(c2ccc(-c3ccn4c(-c5ccnc6ccccc56)nnc4c3)cc2)CC1	143	98	95	95	97
60	Nc1nc(-c2ccccn2)cc(-c2cc(-c3ccccn3)nc(N)n2)n1	120	101	102	103	106

no.	SW-620	HCC-2998	SNB-75	KM12
46	98&102	111&95	72&63	105&113
47	94	106	96	101
48	100	99	75	104
49	76	94	93	71
50	110	102	88	102
51	105	105	102	99
52	58	101	101	103
53	101	102	74	100
54	97	115	97	87
55	93	83	100	85
56	90	105	77	89
57	114	106	74	47
58	78[100 µM]	68[100 µM]	58[100 µM]	78[100 µM]
59	93	98	86	94
60	133	104	143	107

Continued:
no.	Structure	HT29	SNB-19	SF-295	SF-539	SF-268
61	CCCCOc1ccc2nc3cc(Cl)ccc3c(Cl)c2n1	112	98	91	102	102
62	Clc1ccc2nc(-c3ccc(-c4ccc(/C=N/NC5=NCCN5)cc4)s3)cn2c1	39	97	97	83	94
63	CC(C)(C)CC(C)(C)NCC(O)COc1ccc2c(c1)CCC2 (configuration not stated)	68	100	108	100	83
64	COc1ccc(Cn2cc(C(=O)Nc3cccnc3Nc3ccccc3)nn2)cc1	106	93	102	96	96
65	CCC(C(=O)c1ccccc1)C1(C(=O)OC)NC(=S)NC(=O)C1C#N (configuration not stated)	119	104	103	106	110
66	Nc1ncnc2c1C(c1ccc(Cl)cc1)c1sc3c(F)cccc3c1O2 (configuration not stated)	103	97	104	93	89
67	Cn1c(=O)c2[nH]c(CC(=O)O)nc2n(C)c1=O	101	100	101	nt	101
68	CCCCCCCC(=O)Oc1ccc(Cl)cc1	107	105	112	106	95
69	CCOC(=O)/C(C#N)=C(/CC)OCC	103	106	101	113	93
70	Cc1cc(NS(=O)(=O)c2ccc(N=Nc3c(N)[nH]c(=O)[nH]c3=O)cc2)nc(C)n1	99	101	101	99	105
71	CCCCCCCCCCCCCCCC(=O)NS(=O)(=O)OC[C@H]1O[C@@H](n2cnc3c(N)ncnc32)[C@H](O)[C@@H]1O	-17*	-54*	-35*	-69*	-43*

no.	SW-620	HCC-2998	SNB-75	KM12
61	105	98	107	102
62	30	109	84	103
63	84	64	81	94
64	112	88	89	98
65	116	128	95	111
66	96	103	77	87
67	108	101	98	105
68	100	103	92	101
69	102	113	91	98
70	104	100	93	106
71	-39*	-86*	-42*	-39*
